# VIM-2 inh = inhibitors of Pseudomonas aeruginosa VIM-2 metallo-beta-lactamase; purified VIM-2, nitrocefin hydrolysis, epi-absorbance fluorescence; inhibition, % at 5.6 µM; actives 0.89% (n = 290,000);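 active = inhibition above the mean of all tested compounds plus 3 SD, cutoff set per screening run, cut at about 7.5% in these data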;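 note: red hydrolysis product quenches plate fluorescence so inhibitors raise well fluorescence; 0% = enzyme with DMSO and 100% = DMSO without enzyme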
# FID counter = fluorescent intercalator displacement, NS3 helicase counter-screen; DNA fluorescent intercalator displacement, fluorescence; inhibition, % at 7.9 µM; actives 0.17% (n = 290,000); AID 1845; in the data active = inhibition above about 37%;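 note: 0% = vehicle and 100% = reference compound; higher means more ethidium bromide displaced from hairpin DNA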
# NS3 helicase inh = inhibitors of Hepatitis C virus NS3 helicase; actives 0.56% (n = 290,000); NS3 helicase DNA unwinding, Cy5 molecular beacon fluorescence; inhibition, % at 10.9 µM; AID 1800;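 active = inhibition above the mean of all tested compounds plus 3 SD, set per campaign, cut at about 35% in these data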;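 note: 0% = DMSO wells and 100% = thioflavine S control wells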
#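 Control set: DMSO versus 110 µM thioflavine S; Material: NS3 helicase fragment of HCV; Measured by: Cy5 fluorescence at 0 and 60 min, beacon hairpin quenching; Read-out basis: percent inhibition from t60/t0 fluorescence ratio; Times: reaction time 60 min, 25 °C; Repeats: single replicate; Compound dosing: single dose, 10.9 µM nominal final, DMSO 0.8% final.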
# IMP-1 inh = inhibitors of Pseudomonas aeruginosa IMP-1 metallo-beta-lactamase. inhibition, % at 5.6 µM. purified IMP-1, nitrocefin hydrolysis, epi-absorbance fluorescence. actives 0.45% (n = 290,000);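 active = inhibition above the mean plus 3 SD of all compounds in the same screening run, cut at about 4.5% in these data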;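 note: 0% = IMP-1 with DMSO and 100% = DMSO wells lacking enzyme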
#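 Test system: recombinant IMP-1 enzyme, purified / Medium: HEPES buffer pH 7.1 with ZnSO4 and Brij 35 / Doses: single dose, 5.6 µM / Times: 25 °C, 15 min preincubation, 25 min reaction / Detection: Epi-absorbance via hydrolysed-nitrocefin quenching of white-plate fluorescence, 480/530 nm, EDTA stop / Evaluation: percent inhibition from optical density relative to buffer-blank wells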
# PHOSPHO1 block = PHOSPHO1 (human) inhibition | Q8TCT1 | recombinant PHOSPHO1, absorbance phosphatase assay | actives 1.1% (n = 290,000) | inhibition, % at 13.3 µM; in the data active = inhibition above about 60%
# pCIP destab = lowers stability of the mouse p/CIP coactivator protein | Q05BA5 | actives 0.01% (n = 290,000) | decrease of EGFP signal, % at 10 µM | AID 1984 | F442A p/CIP-EGFP cells, EGFP fluorescence, 16 h;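 active = EGFP signal decrease of at least 30% at 10 µM or well 3 SD below plate mean, unless failing retest; inactive = the rest, including hits failing retest or dose response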; note: some compounds called inactive have numbers as strong as hits; many of its hits are not listed in these tables
# Target sequence (Q05BA5 1-1403): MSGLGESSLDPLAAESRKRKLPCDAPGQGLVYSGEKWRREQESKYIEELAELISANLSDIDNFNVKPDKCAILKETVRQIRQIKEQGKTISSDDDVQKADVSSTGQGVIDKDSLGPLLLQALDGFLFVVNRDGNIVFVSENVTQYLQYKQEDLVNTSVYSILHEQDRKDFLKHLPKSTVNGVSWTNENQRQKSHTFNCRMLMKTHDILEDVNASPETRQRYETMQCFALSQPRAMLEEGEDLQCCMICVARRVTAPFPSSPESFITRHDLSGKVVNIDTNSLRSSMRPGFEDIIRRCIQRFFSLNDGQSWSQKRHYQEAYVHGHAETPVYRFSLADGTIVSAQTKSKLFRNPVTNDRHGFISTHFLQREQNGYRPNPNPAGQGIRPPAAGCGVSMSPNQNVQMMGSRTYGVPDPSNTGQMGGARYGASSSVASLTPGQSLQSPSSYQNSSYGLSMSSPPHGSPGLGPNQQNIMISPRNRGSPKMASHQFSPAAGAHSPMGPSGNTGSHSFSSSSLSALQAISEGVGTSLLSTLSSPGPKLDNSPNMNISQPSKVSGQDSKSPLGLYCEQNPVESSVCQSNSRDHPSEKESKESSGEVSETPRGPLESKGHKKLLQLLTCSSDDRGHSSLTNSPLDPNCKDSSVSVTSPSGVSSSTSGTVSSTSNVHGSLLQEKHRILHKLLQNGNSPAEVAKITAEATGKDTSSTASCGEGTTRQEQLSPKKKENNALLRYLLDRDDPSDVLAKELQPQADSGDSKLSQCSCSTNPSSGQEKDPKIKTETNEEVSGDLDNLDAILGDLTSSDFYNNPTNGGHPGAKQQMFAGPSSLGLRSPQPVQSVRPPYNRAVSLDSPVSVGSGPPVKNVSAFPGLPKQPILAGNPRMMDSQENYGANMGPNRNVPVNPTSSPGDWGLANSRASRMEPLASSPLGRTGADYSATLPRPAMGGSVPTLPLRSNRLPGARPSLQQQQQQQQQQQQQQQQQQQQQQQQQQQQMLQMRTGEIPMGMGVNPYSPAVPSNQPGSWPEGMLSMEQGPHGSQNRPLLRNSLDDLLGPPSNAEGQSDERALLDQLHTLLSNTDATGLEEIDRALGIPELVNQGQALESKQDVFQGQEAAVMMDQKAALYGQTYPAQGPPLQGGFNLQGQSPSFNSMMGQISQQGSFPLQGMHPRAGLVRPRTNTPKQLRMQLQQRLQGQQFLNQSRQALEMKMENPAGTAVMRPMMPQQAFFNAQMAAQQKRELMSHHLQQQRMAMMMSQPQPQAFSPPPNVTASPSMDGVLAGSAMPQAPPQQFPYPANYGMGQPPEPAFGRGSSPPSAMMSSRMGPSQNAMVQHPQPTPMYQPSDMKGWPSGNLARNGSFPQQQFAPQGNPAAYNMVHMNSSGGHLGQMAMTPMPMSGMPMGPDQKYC
# MEKK3 PB1 HTS = raises or lowers MEK5 binding to the human MEKK3 PB1 domain; Q99759; bead-based flow cytometry, Alexa488-MEK5 binding to MEKK3; actives lie on both sides; 0 = blocked by unlabeled MEK5, 100 = vehicle; binding response (% of control), % at 10 µM; actives 1.4% (n = 290,000); AID 1529;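 active = binding response more than 3 SD above or below the average of its plate-row segment, actives on both sides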;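 note: Alexa488 bead fluorescence after subtracting the streptavidin-only scavenger bead signal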
# SUMO HTRF inh = inhibitors of human SUMOylation (UBC9); P63279; HTRF SUMOylation assay, SAE1/SAE2 + UBC9, in vitro; inhibition, % at 35 µM; actives 0.36% (n = 290,000); AID 2006; in the data active = inhibition above about 50%, passing the limit was not always enough; note: strong numbers were not always called active
# IDE cell activ = IDE (human) activation, cell-based; actives 0.073% (n = 340,000); HEK cells, FAbeta-B cleavage, fluorescence polarization; 0% vehicle, 100% cell-free pure enzyme wells; P14735; activation, % at 5.96 µM;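 active = activation above the mean of all tested compounds plus 3 SD, set per screening campaign, cut at about 17% in these data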
# The depositor's hits bear a star; · = no result given. These rows are one share of the data; rates above refer to the full screens.
# The first three records, ahead of the listing:
cpd	compound	VIM-2 inh	FID counter	NS3 helicase inh	IMP-1 inh	PHOSPHO1 block
1	Cc1nn(-c2ccc3nnc(Br)n3n2)c(C)c1Br	-3.1	0	2	-1.0	7
2	CCn1c(SC(C)C)nnc1C1CCN(S(=O)(=O)c2ccc(OC)cc2)CC1	-2.7	-36	13	-3.6	52
3	O=C(Nc1cccc(C(F)(F)F)c1)c1cc2ncc(Br)cn2n1	-3.2	-3	3	0.6	-4

cpd	pCIP destab	MEKK3 PB1 HTS	SUMO HTRF inh	IDE cell activ
1	-5	103	5	·
2	-1	98	-6	0
3	-9	98	19	-21

# All compounds of this part, previewed entries included:
cpd	compound	VIM-2 inh	FID counter	NS3 helicase inh	IMP-1 inh	PHOSPHO1 block
1	Cc1nn(-c2ccc3nnc(Br)n3n2)c(C)c1Br	-3.1	0	2	-1.0	7
2	CCn1c(SC(C)C)nnc1C1CCN(S(=O)(=O)c2ccc(OC)cc2)CC1	-2.7	-36	13	-3.6	52
3	O=C(Nc1cccc(C(F)(F)F)c1)c1cc2ncc(Br)cn2n1	-3.2	-3	3	0.6	-4
4	CC1=NNC(=O)C1CCC(=O)N/N=C/c1ccc(C)cc1 (stereo not given)	0.8	-4	-9	-1.9	8
5	O=C([C@H](Cc1ccccc1)N1C(=O)c2ccccc2C1=O)N1CCOCC1	-1.1	-32	13	-3.0	20
6	O=C1C2C3c4ccccc4C(c4ccccc43)[C@@H]2C(=O)N1c1nc(-c2ccccc2)cs1 (stereo not given in full)	-0.2	-12	-5	-1.2	-16
7	O=C1COC(c2ccccc2)C2CCCCN12 (stereo not given)	-2.3	-18	1	-1.1	19
8	CC(=O)c1c(C)nn(C(=O)N2CCOCC2)c1C	·	·	·	·	-33
9	O=c1/c(=C/c2ccccn2)sc2n1CN(c1ccccc1)CN=2	-3.7	-1	5	-2.3	11
10	Cc1ccc(C)c(Cn2nnc3c(=O)[nH]c(C4CCCN(S(=O)(=O)Cc5ccccc5)C4)nc32)c1 (stereo not given)	0.8	-11	-12	-0.3	28
11	CC(C)NC(=O)COC(=O)c1ccc(S(=O)(=O)N2CCCC2)cc1	-1.7	-4	7	-0.6	4
12	O=S(=O)(Nc1cccc(-n2cnnn2)c1)c1cc(Cl)ccc1Cl	2.0	-14	7	1.0	22

cpd	pCIP destab	MEKK3 PB1 HTS	SUMO HTRF inh	IDE cell activ
1	-5	103	5	·
2	-1	98	-6	0
3	-9	98	19	-21
4	-13	97	24	·
5	-5	104	11	1
6	-21	91	-27	-3
7	-1	92	-2	0
8	-13	109	-13	8
9	-2	105	32	2
10	-8	96	10	1
11	-2	101	-7	3
12	-7	98	5	4

# (more compounds)
cpd	compound	VIM-2 inh	FID counter	NS3 helicase inh	IMP-1 inh	PHOSPHO1 block
13	Cc1ccccc1-n1c(=O)cc(NCc2ccc3c(c2)OCO3)[nH]c1=O	-3.6	-3	-1	-1.5	3
14	COc1ccc(OC)c(NC(=O)COC(=O)/C=C/c2c(C)nn(C3CCS(=O)(=O)C3)c2Cl)c1 (stereo not given)	-1.2	-8	4	-1.5	18
15	COc1ccc(/C=C/C(=O)c2cc3c(cc2N)OCO3)cc1	-3.5	-5	0	-2.1	9
16	COc1ccc2cc3c(N)nn(C(=O)c4ccc(F)cc4)c3nc2c1	-1.9	-14	11	-0.3	56
17	FC(F)Oc1ccc(/C=N/c2c(-c3ccc(OC(F)F)cc3)nc3n2CCS3)cc1	-2.1	-2	-7	-1.7	6
18	O=C(c1cccc([N+](=O)[O-])c1)N1CC2C3C=CC(C3)C2C1 (stereo not given)	-2.3	0	6	-1.3	-5
19	COc1ccc(NC2=CC(c3cccc(OC)c3)N(c3ccc(OC)cc3)C2=O)cc1 (stereo not given)	2.9	-28	27	-3.1	15
20	Cc1nc2sccc2c(=O)n1-c1cccc(Cl)c1	-4.1	-1	3	-2.5	46
21	CC(C)Oc1nc(-c2ccccc2O)nc2ccccc12	0.0	3	0	-1.1	11
22	COc1ccc(OC)c(N(CC(=O)Nc2ccccc2C(=O)NCc2ccco2)S(C)(=O)=O)c1	-3.2	-29	-3	-3.3	7
23	COc1cc(/C=N/NC(=O)CC#N)cc(Br)c1O	-1.0	-2	-1	-3.7	12
24	O=S(=O)(c1ccccc1)c1nc(-c2cccs2)oc1NCCCn1ccnc1	3.9	4	-5	-3.3	13

cpd	pCIP destab	MEKK3 PB1 HTS	SUMO HTRF inh	IDE cell activ
13	-3	99	-15	-4
14	-14	104	11	0
15	8	98	20	-8
16	-10	108	26	8
17	-8	95	-35	1
18	-4	100	21	-4
19	-12	101	25	1
20	-9	98	11	7
21	-11	108	6	11
22	-8	108	22	1
23	-9	97	-3	2
24	10	102	-3	-2

# The list continues.
cpd	compound	VIM-2 inh	FID counter	NS3 helicase inh	IMP-1 inh	PHOSPHO1 block
25	CCOC(=O)c1c(NC(=O)C2CCCO2)sc(C(=O)OC(C)(C)C)c1C (stereo not given)	-1.0	4	5	-4.8	83*
26	O=C1CCCC(O)=C1N=Nc1cccc(C(=O)O)c1	-5.7	8	4	-2.5	25
27	Cc1ccc(C(=O)NCCn2ccc3ccccc32)cc1[N+](=O)[O-]	1.7	3	-1	-2.0	2
28	Cc1cccc(C(=O)OCc2cc(=O)oc3c(C)c(C)ccc23)c1O	-1.2	-8	37*	-3.4	3
29	COc1ccc(N2CCOCC2)c(NC(=O)COc2cccc(C)c2)c1	-3.4	-34	-7	-2.8	·
30	CC1(NC(=S)Nc2ccc(NC(=S)NC3(C)CCS(=O)(=O)C3)cc2)CCS(=O)(=O)C1 (stereo not given)	-2.0	-1	-3	-1.9	25
31	Cc1cc(C(=O)CSc2n[nH]c(N)n2)c(C)n1-c1cccc(F)c1	-2.5	-7	3	-0.3	-7
32	COc1ccc(-c2ncccc2O)cc1	-2.6	-13	3	-0.5	7
33	Cc1cc(OCC(=O)N2CCC(C(=O)O)CC2)c2c(C)cc(=O)oc2c1	-2.7	-13	6	-1.7	29
34	Cc1cc(C)nc(/N=C2\NC(=O)CC(C(=O)O)N2c2ccc(Cl)cc2)n1 (stereo not given)	0.4	-8	-5	0.0	18
35	COc1ccccc1NC(=O)CN(c1ccccc1)S(=O)(=O)c1ccccc1	-0.7	-28	-6	0.5	8
36	Fc1ccc(-c2cnc[nH]2)cc1	0.6	1	-1	-2.8	1

cpd	pCIP destab	MEKK3 PB1 HTS	SUMO HTRF inh	IDE cell activ
25	-10	104	9	0
26	-4	97	29	5
27	10	120	7	2
28	11	101	11	3
29	-4	103	2	-4
30	2	98	7	·
31	-11	107	19	6
32	-11	103	12	-3
33	1	102	31	2
34	-7	93	4	2
35	-8	110	-10	6
36	-2	104	8	-2

# Further compounds follow:
cpd	compound	VIM-2 inh	FID counter	NS3 helicase inh	IMP-1 inh	PHOSPHO1 block
37	COc1ccc(CCNc2c([N+](=O)[O-])c(=O)oc3ccccc23)cc1OC	1.6	2	-9	-1.1	1
38	O=C(NCc1ccncc1)C(=O)NCc1ccncc1	-1.9	-4	-11	-3.4	32
39	COc1ccc(CNS(=O)(=O)NCc2ccc(C)cc2)cc1OC	-1.7	-15	2	-1.7	-4
40	Cc1cc(OCCCCNC(C)C)cc(C(C)C)c1	-2.3	16	0	-1.4	-19
41	Cc1ccccc1NC(=O)c1ccc(CN2CCc3ccccc3C2)cc1	-0.7	-4	5	-1.8	10
42	CC(=O)NC(c1ccc2ccccc2c1)c1ccc2cccnc2c1O (stereo not given)	-5.3	-30	10	-4.2	19
43	COC(=O)/C(C#N)=C\c1c(OC)[nH]c2ccccc12	1.4	4	-9	-2.0	0
44	COc1ccc(C2Nc3ccccc3C(=O)N2c2ccc(C)cc2)cc1COc1ccccn1 (stereo not given)	-2.1	-24	8	-3.6	9
45	CC1=C(C(=O)Nc2ccccc2C(=O)N2CCC(C)CC2)SCCO1	-3.1	-15	-1	-2.7	12
46	O=C(Cn1c(NCCO)nc2ccccc21)NCC(F)(F)F	-2.1	0	-1	-3.4	15
47	CC(NO)/C(=N\O)c1cccs1 (stereo not given)	0.2	-2	-7	-2.5	28
48	O=C(Cc1cnn(-c2ccccc2)c1)c1ccc(O)c(O)c1O	-2.0	-20	29	-1.6	28

cpd	pCIP destab	MEKK3 PB1 HTS	SUMO HTRF inh	IDE cell activ
37	6	99	2	0
38	10	93	-5	7
39	1	102	2	3
40	4	104	-25	5
41	0	109	-16	-1
42	-7	103	38	-8
43	6	95	-23	6
44	-7	100	23	4
45	-5	101	18	0
46	-4	105	36	8
47	5	98	-4	-2
48	-3	97	38	-6

# Part of the list above, with two lines to a compound:
# Every second line gives: VIM-2 inh	FID counter	NS3 helicase inh	IMP-1 inh	PHOSPHO1 block	pCIP destab	MEKK3 PB1 HTS	SUMO HTRF inh	IDE cell activ
6: O=C1C2C3c4ccccc4C(c4ccccc43)[C@@H]2C(=O)N1c1nc(-c2ccccc2)cs1 (stereo not given in full)
→ -0.2	-12	-5	-1.2	-16	-21	91	-27	-3
7: O=C1COC(c2ccccc2)C2CCCCN12 (stereo not given)
→ -2.3	-18	1	-1.1	19	-1	92	-2	0
8: CC(=O)c1c(C)nn(C(=O)N2CCOCC2)c1C
→ ·	·	·	·	-33	-13	109	-13	8
9: O=c1/c(=C/c2ccccn2)sc2n1CN(c1ccccc1)CN=2
→ -3.7	-1	5	-2.3	11	-2	105	32	2
10: Cc1ccc(C)c(Cn2nnc3c(=O)[nH]c(C4CCCN(S(=O)(=O)Cc5ccccc5)C4)nc32)c1 (stereo not given)
→ 0.8	-11	-12	-0.3	28	-8	96	10	1
11: CC(C)NC(=O)COC(=O)c1ccc(S(=O)(=O)N2CCCC2)cc1
→ -1.7	-4	7	-0.6	4	-2	101	-7	3

# New compounds follow
cpd	compound	VIM-2 inh	FID counter	NS3 helicase inh	IMP-1 inh	PHOSPHO1 block
49	CCCCNC(=O)C(c1ccc(OCC(=O)OC)c(C(=O)OC)c1)N(CCOC)C(=O)CCCCCN1C(=O)NC(c2ccc(-c3ccccc3)cc2)C(C(=O)OCc2ccccc2)=C1C (stereo not given)	·	·	·	·	31
50	COC(=O)/C=c1/sc2n(c1=O)CCN=2	-0.3	1	-1	-3.1	16
51	O=C(O)c1cc(C(=O)O)cc(N2C(=O)CSC2=S)c1	-2.8	0	13	2.6	30
52	N=C1c2ccccc2CN1NC(=O)COc1ccc(Cl)cc1	-1.2	5	4	-1.6	24
53	CC(C)[C@H]1C(=O)Nc2ccccc2N1C(=O)N[C@@H](Cc1ccccc1)C(=O)N[C@@H](C(=O)O)c1ccccc1	-4.6	-34	0	-1.1	13
54	CC(C)N(C)CCOC(=O)C1COc2ccccc2O1 (stereo not given)	-3.4	6	-4	-3.4	16
55	CC(O)(CS(=O)(=O)Cc1ccccc1)c1ccccc1 (stereo not given)	-1.8	-8	10	-5.0	2

cpd	pCIP destab	MEKK3 PB1 HTS	SUMO HTRF inh	IDE cell activ
49	-2	93	9	·
50	-3	101	23	-2
51	-5	99	·	-3
52	17	97	8	7
53	5	104	23	4
54	0	131*	20	4
55	-11	99	17	2
